Source: PubChem (National Center for Advancing Translational Sciences (NCATS))
BLM helicase inh: Bloom syndrome helicase (human) inhibition. recombinant BLM DNA unwinding, fluorescence dequenching. Potency, µM (titrated, usually from 56.1 µM), for the others: at the top dose activity change, negative = inhibition, hits mostly inhibitors. hit rate 0.2% among 350,000;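 also: potency is read from the fitted curve at half-maximal effect; plate controls were vehicle for no effect and no enzyme for full effect; nearly all actives have a fitted effect of over 35% in size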
GRP78 ERSR act: induces the endoplasmic reticulum stress response in human glioma cells; U87-MG GRP78 promoter luciferase reporter, 16 h; Potency, µM, for the others: at the top dose activation, actives largely listed as activators; hit rate 0.02% among 420,000; also: potency is read from the fitted curve at half-maximal effect; series mostly up to about 76 µM; % of control where 0% means no effect; nearly all actives have a fitted effect of over 35% in size
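ERSR induction read as luciferase luminescence (Bright-Glo, 10 min at room temperature) in stably transfected human U87-MG glioma cells exposed to compounds for 16 h, using GRP78 as sensor.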
POLI inh: inhibitors of human DNA polymerase iota | Pol iota fluorescent replication assay, 10 min | Potency, µM (doses to about 115 µM), for the others: at the highest dose activity, negative = inhibition, most hits filed as inhibitors | hit rate 1% among 390,000 | AID 588590; also: potency is read from the fitted curve at half-maximal effect
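Fluorescent replication assay read twice, at 0 min and 10 min after adding 50 nM (final) substrate. Enzyme (10 nM) and compounds were first incubated 15 min at room temperature; enzyme-free buffer wells were negative controls.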
Pol kappa inh: blocks human DNA polymerase kappa activity; Q9UBT6; purified Pol kappa, fluorescent DNA synthesis assay, 10 min; Potency, µM (series often up to 107 µM), without a hit: at the top dose activity, negative = inhibition, most hits filed as inhibitors; hit rate 0.53% among 400,000; also: potency is read from the fitted curve at half-maximal effect; % is scaled to controls: 0 for no effect and ±100 for the full control effect
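Readout: fluorescence, taken kinetically at 0 and 10 min. Conditions: 10 nM Pol kappa, 15 min RT compound preincubation, 50 nM substrate final. Controls: enzyme-free buffer wells.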
Apoferritin bind: binds horse apoferritin like a general anesthetic. apoferritin/1-aminoanthracene competitive binding, fluorescence. Potency, µM (doses to about 77.5 µM), without a hit: at the highest dose activity change, negative = displacement, hits mostly inhibitors. hit rate 0.074% among 350,000. AID 485281; also: potency is read from the fitted curve at half-maximal effect; % is scaled to controls: 0 for no effect and ±100 for the full control effect; nearly all actives have a fitted effect of over 20% in size
Target sequence (P02791 2-175 limits assumed): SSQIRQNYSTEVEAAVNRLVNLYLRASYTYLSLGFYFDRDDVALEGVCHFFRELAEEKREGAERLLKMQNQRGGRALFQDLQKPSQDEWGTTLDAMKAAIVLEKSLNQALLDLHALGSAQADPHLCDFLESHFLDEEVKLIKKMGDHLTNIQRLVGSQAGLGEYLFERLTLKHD
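Concentration-response curves derived by four-parameter Hill fitting of normalized fluorescence, where compounds displaced 1-AMA from 10 uM horse apoferritin following a brief 10 min room-temperature incubation; propofol titration acted as positive control.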
Pol eta inh: DNA polymerase eta (human) inhibition. recombinant Pol eta, fluorescent DNA replication assay. Potency, µM (series often up to 114 µM), for inactives: at the top dose activity change, negative = inhibition, hits mostly inhibitors. Q9Y253. hit rate 1.2% among 390,000; also: potency is read from the fitted curve at half-maximal effect; % is scaled to controls: 0 for no effect and ±100 for the full control effect
Target sequence (Q9Y253 whole entry, looked up): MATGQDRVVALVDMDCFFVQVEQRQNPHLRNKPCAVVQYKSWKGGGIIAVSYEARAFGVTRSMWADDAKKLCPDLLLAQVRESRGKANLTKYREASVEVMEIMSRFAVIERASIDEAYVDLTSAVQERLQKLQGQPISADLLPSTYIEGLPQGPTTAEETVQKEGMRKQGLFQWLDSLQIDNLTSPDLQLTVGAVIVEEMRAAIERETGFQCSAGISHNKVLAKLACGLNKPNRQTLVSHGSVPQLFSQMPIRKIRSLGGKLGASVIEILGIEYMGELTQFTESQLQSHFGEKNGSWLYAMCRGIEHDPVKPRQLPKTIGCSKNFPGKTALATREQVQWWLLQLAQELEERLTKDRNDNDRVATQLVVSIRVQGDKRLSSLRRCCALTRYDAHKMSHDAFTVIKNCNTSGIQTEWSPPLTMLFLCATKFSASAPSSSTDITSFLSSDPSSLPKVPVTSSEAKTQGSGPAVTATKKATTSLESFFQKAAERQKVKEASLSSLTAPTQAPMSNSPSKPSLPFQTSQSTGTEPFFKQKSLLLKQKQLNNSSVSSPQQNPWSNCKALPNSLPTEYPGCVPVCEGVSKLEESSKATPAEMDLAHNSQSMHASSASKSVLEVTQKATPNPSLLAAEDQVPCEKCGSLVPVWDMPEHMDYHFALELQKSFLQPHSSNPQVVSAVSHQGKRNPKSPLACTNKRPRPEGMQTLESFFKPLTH
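Pol eta (10 nM) was preincubated with compounds for 15 min at room temperature, after which fluorescent replication substrate (50 nM final) was added to start the reaction. Fluorescence was read kinetically at 0 and 10 min.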
APEX1 inh: blocks human APE1 abasic DNA cleavage. AID 2517. recombinant APE1, TAMRA/BHQ-2 abasic DNA cleavage fluorescence. P27695. hit rate 0.35% among 350,000. Potency, µM (top dose mostly 65.8 µM), without a hit: at the top dose activity change, negative = inhibition, actives largely listed as inhibitors;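 also: potency is read from the fitted curve at half-maximal effect; plate controls were vehicle for no effect and reference inhibitor for full effect; nearly all actives have a fitted effect of over 55% in size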
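Compound pre-exposure to 0.75 nM APE1, 15 min at ambient temperature. Reaction initiated with 50 nM TAMRA/BHQ-2 THF substrate, read immediately in kinetic mode, 525 nm excitation, 598 nm emission.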
POLB inh: inhibitors of human DNA polymerase beta | P06746 | Potency, µM (titrated, usually from 114 µM), inactives show at the highest dose activity change, negative = inhibition, usual class: inhibitors | Pol beta primer extension/strand displacement, fluorescence kinetic | AID 485314 | hit rate 1.3% among 340,000; also: potency is read from the fitted curve at half-maximal effect; % is scaled to controls: 0 for no effect and ±100 for the full control effect
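Pol beta (10 nM) and compounds were preincubated 15 min at room temperature, then 50 nM substrate (final) started primer extension/strand displacement. Reads were taken at 0 and 10 min; concentration-response data were fitted to a four-parameter Hill equation.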
LDHA inh: LDHA (human) enzyme inhibition. P00338. purified LDHA, NADH/diaphorase-resazurin fluorescence; hits give low values. activity change, % (values are at about 110 or 230 µM). hit rate 0.15% among 480,000. AID 1347041; in the data active = activity change below about -30%; inconclusive = mostly about -25% to -30%;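 also: plate controls were DMSO wells for no effect and wells without enzyme for full effect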
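Enzyme activity of human lactate dehydrogenase 5 (2 nM; 0.06 mM NADH, 0.2 mM pyruvate, 5 min, RT) is measured via a resazurin/diaphorase fluorescence readout of residual NADH.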
* hit, by the source's call; ? = inconclusive; . = not tested or not shown; & = joins results of further samples; [ ] = another dose, or the depositor's remark. Unless noted, calls follow the shape of the dose curve; as a rule, active = well fitted curve in the direction sought with a large enough effect; inconclusive = small, poorly fitted or top-dose-only effect, or another doubt; inactive = no such curve, though single readings can be large; an effect the other way counts as inactive or inconclusive. This is a subset. The share of hits here may be higher or lower than overall.

1	CCN1C(=O)C(C)S/C1=N\S(=O)(=O)c1ccc(Cl)s1 (stereo unspecified)
2	C[C@H]1[C@H]2c3nc4ccccc4n3C[C@H]1ON2C1CCCCC1
3	CC(C)NC(=O)C1(c2ccccc2)CCOCC1
4	Cc1cccnc1NC(=S)Nc1ccc(Br)cc1Cl
5	CC(NC(=O)CCn1c(=O)c2cccn2c2ccc(F)cc21)c1ccccc1 (stereo unspecified)
6	Cc1cccc(C(=O)O/N=C(\N)c2cccc([N+](=O)[O-])c2)c1
7	CCOc1ccc(S(=O)(=O)N(CC(=O)NCCSCc2ccccc2)c2ccccc2)cc1
8	COC(=O)c1ccccc1NC(=O)CN(c1ccc(OC)cc1)S(C)(=O)=O

Screen / compound no. | 1 | 2 | 3 | 4 | 5 | 6 | 7 | 8
BLM helicase inh | 0% | -3% | -4% | -5% | 2% | -2% | -1% | 0%
GRP78 ERSR act | -4% | -6% | -2% | -3% | -5% | 6% | -4% | -2%
POLI inh | 24% | 22% | 3% | 4% | -8% | -3% | 8% | 7%
Pol kappa inh | 5% | 5% | -6% | -8% | -8% | -1% | 10% | -11%
Apoferritin bind | -15% | -12% | -3% | -22% | -1% | -18% | -7% | -10%
Pol eta inh | -8% | -6% | 3% | -12% | 6% | -3% | -13% | -19%
APEX1 inh | -1% | -9% | -1% | -7% | . | -1% | . | 1%
POLB inh | 17% | 0% | 24% | 0% | -4% | 29% | 4% | -21%
LDHA inh | -6 | -7 | -7 | -7 | -3 | -10 | 0 | -4

9	O=C(CCN1CCCCC1)c1ccccc1
10	COc1ccc(S(=O)(=O)N2CCC(C(N)=O)CC2)cc1
11	O=C(O)/C=C/c1ccc(S(=O)(=O)NCc2ccco2)cc1
12	Cc1ccc(C)c(N2CCN(S(=O)(=O)c3ccc4c(c3)oc(=O)n4C)CC2)c1
13	Clc1ccc(-c2cc(C3CCNCC3)[nH]n2)cc1
14	COc1ccc(-n2c(SCC(=O)Nc3ccc(C(N)=O)cc3)nc3c([nH]c4ccccc43)c2=O)cc1OC
15	COc1ccccc1NC(=O)c1cccc2c(Br)cccc12
16	C/C=C/c1ccc(OCCOc2cc(C=O)ccc2OC)c(OC)c1

Screen / compound no. | 9 | 10 | 11 | 12 | 13 | 14 | 15 | 16
BLM helicase inh | -1% | . | -1% | -4% | 17% | -7% | -7% | -10%
GRP78 ERSR act | -5% | -2% | -4% | -5% | 1% | 0% | -1% | 3%
POLI inh | -2% | 0% | -22% | 1% | 24% | -13% | -17% | 11%
Pol kappa inh | -12% | -17% | -23% | -1% | -17% | -5% | 1% | -4%
Apoferritin bind | -2% | . | 0% | -16% | -10% | -19% | ? | ?
Pol eta inh | -6% | -6% | 35µM* | -14% | -7% | 2% | 2% | ?
APEX1 inh | 3% | . | ? | 2% | -2% | 14% | 42%[activator] | -6%
POLB inh | 15% | . | -29% | 3% | -16% | 6% | 40% | 2%
LDHA inh | -4 | -11 | -4 | -8 | -3 | -4 | -2 | 1

17	CC(=O)c1ccc(S(=O)(=O)N2CCN(C(=O)/C=C/c3ccc4ccccc4n3)CC2)cc1
18	COc1ccc(Cl)cc1Nc1ncnc2c1nc1n2CCCC1
19	O=C(c1cc(-c2ccncc2)nc2ccc(Br)cc12)N1CCN(Cc2ccc3c(c2)OCO3)CC1
20	CCOc1ccc(NC(=O)CN(C)C(=O)c2cccnc2Sc2ccc(C)cc2C)cc1OCC
21	Cc1nc2nc(SCC(=O)C(C)(C)C)[nH]c2cc1Br
22	CCOC(=O)c1scc(-c2ccc(C)cc2)c1S(=O)(=O)Nc1cc(Cl)ccc1OC
23	c1ccc(N2CCN(Cc3nnnn3C3CCCCC3)CC2)cc1
24	Cc1ccc(NC(=O)C(C)N=C2NS(=O)(=O)c3ccccc32)cc1F (stereo unspecified)

Screen / compound no. | 17 | 18 | 19 | 20 | 21 | 22 | 23 | 24
BLM helicase inh | -21% | -1% | -5% | . | -8% | -6% | 2% | -3%
GRP78 ERSR act | -5% | -1% | -4% | -3% | -4% | 2% | 1% | 6%
POLI inh | 45µM* | 26% | 182%[activator] | 8% | -13% | ? | ? | -6%
Pol kappa inh | 79µM* | -2% | 4% | -8% | -14% | 4% | 0% | -7%
Apoferritin bind | -21% | -7% | -10% | . | ? | -7% | -18% | -1%
Pol eta inh | 40µM* | -20% | -6% | -14% | -7% | -13% | -7% | -9%
APEX1 inh | ? | . | -2% | . | -3% | . | 3% | 0%
POLB inh | 11µM* | 1% | 0% | . | 8% | ? | 1% | -16%
LDHA inh | -4 | -15 | -7 | -1 | -2 | 2 | -4 | -4

25	CN(CC(=O)Nc1ccccc1Cl)C(=O)c1cccc(S(=O)(=O)N2CCN(c3ccccc3)CC2)c1
26	COCCNC(=O)c1ccc(S(=O)(=O)c2ccc(Cl)cc2)c(NC(C)=O)c1
27	COc1ccc(OCc2cc(C(=O)NCCN3CCCC(O)C3)no2)c(Cl)c1 (stereo unspecified)
28	COc1ccc(S(=O)(=O)Nc2cc(C(=O)NC3CCCCCC3)ccc2N2CCOCC2)cc1
29	Cc1ccccc1C1NC(=S)NC2=C1C(=O)CC(C)(C)C2 (stereo unspecified)
30	CCOc1ccc(/C=C/c2nc(C#N)c(NCc3ccc(OC)cc3)o2)cc1
31	CC(C)CNC(=O)c1cccc(NC(=O)C(C)C)c1
32	Cc1cc(F)ccc1S(=O)(=O)N(CC(=O)N1CCOCC1)CC(=O)N1CCOCC1

Screen / compound no. | 25 | 26 | 27 | 28 | 29 | 30 | 31 | 32
BLM helicase inh | . | -3% | 1% | -6% | -4% | 0% | 1% | .
GRP78 ERSR act | -5% | -1% | 11% | 1% | -2% | -5% | -3% | -3%
POLI inh | 3% | 35%[activator] | 42%[activator] | ? | 58%[activator] | 33%[activator] | 34%[activator] | 38%[activator]
Pol kappa inh | -2% | -4%[60.1 µM] | -4% | -8% | 4% | -5% | -2% | 7%
Apoferritin bind | . | -6% | ? | -17% | -8% | 102%[activator] | -5% | .
Pol eta inh | -14% | -3% | -8% | -8% | -21% | -5% | -10% | -18%
APEX1 inh | . | -4% | 27% | -10% | -7% | . | -4% | -2%
POLB inh | . | 4% | 13% | 11% | -8% | ? | 2% | .
LDHA inh | -4 | -3 | -3 | 1 | -7 | -12&-5 | -1 | -5

4 entries picked at random from those above:
25	CN(CC(=O)Nc1ccccc1Cl)C(=O)c1cccc(S(=O)(=O)N2CCN(c3ccccc3)CC2)c1
14	COc1ccc(-n2c(SCC(=O)Nc3ccc(C(N)=O)cc3)nc3c([nH]c4ccccc43)c2=O)cc1OC
29	Cc1ccccc1C1NC(=S)NC2=C1C(=O)CC(C)(C)C2 (stereo unspecified)
7	CCOc1ccc(S(=O)(=O)N(CC(=O)NCCSCc2ccccc2)c2ccccc2)cc1

Screen / compound no. | 25 | 14 | 29 | 7
BLM helicase inh | . | -7% | -4% | -1%
GRP78 ERSR act | -5% | 0% | -2% | -4%
POLI inh | 3% | -13% | 58%[activator] | 8%
Pol kappa inh | -2% | -5% | 4% | 10%
Apoferritin bind | . | -19% | -8% | -7%
Pol eta inh | -14% | 2% | -21% | -13%
APEX1 inh | . | 14% | -7% | .
POLB inh | . | 6% | -8% | 4%
LDHA inh | -4 | -4 | -7 | 0

(listing goes on)
33	Cc1ccc(NC(=O)NNC(=O)Cn2nc(-c3ccccc3)c(-c3ccccc3)c(C#N)c2=O)cc1
34	CCc1nn(C(C)C(=O)NCc2ccc(Cl)cc2)c(=O)c2cc3occc3n12 (stereo unspecified)
35	COc1ccc(S(=O)(=O)NCC(c2ccc(F)cc2)N2CCOCC2)cc1Br (stereo unspecified)
36	COc1ccc(NC(=O)CSc2nc3ccsc3c(=O)n2CCCCCC(=O)O)cc1
37	CSc1nc2ccc(NC(=O)c3c(-c4ccccc4)noc3C)cc2s1
38	CCc1cc(C(=O)NNC(=S)NCc2ccccc2)cs1
39	COc1ccc2c(c1OC)C(=O)OC2CC(=O)c1ccc(N(C)C)cc1 (stereo unspecified)
40	Clc1ccc(-c2nn3c(C4COc5ccccc5O4)nnc3s2)cc1 (stereo unspecified)

Screen / compound no. | 33 | 34 | 35 | 36 | 37 | 38 | 39 | 40
BLM helicase inh | 0% | 2% | . | 3% | -10% | -3% | 0% | -2%
GRP78 ERSR act | -3% | -3% | -3% | -3% | -2% | -2% | 0% | 4%
POLI inh | -6% | 7% | -14% | 25% | ? | 6% | 17% | -1%
Pol kappa inh | -14% | -1% | -4% | -9% | -21% | 0% | 6% | 0%
Apoferritin bind | ? | -30% | . | -7% | 4% | -12% | -20% | ?
Pol eta inh | -10% | -22% | -20% | 2% | -1% | -9% | -10% | -10%
APEX1 inh | ? | 31% | 18% | -1% | -2% | -2% | 3% | 2%
POLB inh | ? | -1% | . | 5% | -11% | 11% | -2% | 1%
LDHA inh | -8 | -1 | 4 | 2 | -4 | -4 | -3 | -7

41	O=C(COC(=O)[C@H](Cc1ccccc1)NS(=O)(=O)c1ccccc1F)NC1CCCCC1
42	CCOc1ccc(CCN2C(=O)C3C4CCC(O4)C3C2=O)cc1OCC (stereo unspecified)
43	CCCOc1ccc(C2C(=O)N(C3CCCCC3)CC(=O)N2CCc2ccccc2)cc1OC (stereo unspecified)
44	Clc1cc(CSc2ccccc2)nc(-c2ccccc2)n1
45	CCOc1ccc(OCCC(=O)OCC(=O)N2CCN(S(=O)(=O)c3ccc(C)cc3)CC2)cc1
46	COc1ccc(CNC/C=C/c2ccccc2)cc1
47	Cc1nnc(SCC(=O)Nc2ccc(Br)cn2)[nH]c1=O

Screen / compound no. | 41 | 42 | 43 | 44 | 45 | 46 | 47
BLM helicase inh | -7% | . | 0% | -4% | . | -1% | -7%
GRP78 ERSR act | -6% | -5% | -4% | 3% | 8% | -2% | -1%
POLI inh | 5% | 10% | 18% | ? | -5% | -6% | ?
Pol kappa inh | 2% | 2% | 3%[60.1 µM] | -16% | -1% | -17% | 6%
Apoferritin bind | -20% | . | 9% | -10% | . | -5% | 4%
Pol eta inh | -17% | -19% | -14% | ? | -17% | 1% | -12%
APEX1 inh | 14% | 2% | . | 1% | -2% | -2% | -1%
POLB inh | 3% | . | 0% | ? | . | 18% | 3%
LDHA inh | -1 | -5 | 2 | -8 | 2 | -11 | -3
